Source: PubChem BioAssay (National Center for Advancing Translational Sciences (NCATS))
GRP78 ERSR act: qHTS for Inducers of the Endoplasmic Reticulum Stress Response (ERSR) in Human Glioma: qHTS; U87-MG GRP78 promoter luciferase reporter, 16 h; Potency, µM, for inactives: at the top dose activation, usual class: activators; hit rate 0.02% among 420,000; AID 602332, 2012; note: potency is the fitted concentration of half-maximal effect; series mostly up to about 76 µM; % of control where 0% means no effect; nearly all actives have a fitted effect of over 35% in size
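Stably transfected U87-MG human glioma cells carrying a GRP78-based luminescent sensor were seeded at 1000 cells/well, pin-dosed with compounds and incubated 16 h. Luciferase reagent was then added, and end-point luminescence was read after 10 min at room temperature.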
LDHA block: qHTS assay for inhibitors of human lactate dehydrogenase | L-lactate dehydrogenase A chain (Homo sapiens), P00338 | purified LDHA, NADH/diaphorase-resazurin fluorescence; stronger effect = lower value | activity change, % (values are at about 110 or 230 µM) | hit rate 0.15% among 480,000 | AID 1347041, 2019; in the data active = activity change below about -30%; inconclusive = mostly about -25% to -30%;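 note: plate controls were DMSO wells for no effect and wells without enzyme for full effect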
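Resorufin fluorescence (ex540/em590), read at 0 and 20 min after diaphorase/resazurin addition, reports the NADH left after a 5 min room-temperature reaction of 2 nM human LDH5 with 0.06 mM NADH and 0.2 mM pyruvate.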
Vif-A3G inh: qHTS for Inhibitors of Vif-A3G Interactions: qHTS; hit rate 0.076% among 410,000; HeLa A3G-eYFP + Vif (tagged APOBEC3G with the HIV-1 protein that degrades it), YFP fluorescence, overnight; AID 602310, 2012; Potency, µM (series often up to 46.1 µM), inactives show at the top dose activity, negative = active, actives largely listed as inhibitors;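 note: potency is the fitted concentration of half-maximal effect; % is set by controls: 0 for no effect and ±100 for the full control effect; nearly all actives have a fitted effect of over 60% in size; hits raise eYFP signal because A3G escapes Vif-driven loss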
Target sequence (Q9HC16 whole entry, looked up): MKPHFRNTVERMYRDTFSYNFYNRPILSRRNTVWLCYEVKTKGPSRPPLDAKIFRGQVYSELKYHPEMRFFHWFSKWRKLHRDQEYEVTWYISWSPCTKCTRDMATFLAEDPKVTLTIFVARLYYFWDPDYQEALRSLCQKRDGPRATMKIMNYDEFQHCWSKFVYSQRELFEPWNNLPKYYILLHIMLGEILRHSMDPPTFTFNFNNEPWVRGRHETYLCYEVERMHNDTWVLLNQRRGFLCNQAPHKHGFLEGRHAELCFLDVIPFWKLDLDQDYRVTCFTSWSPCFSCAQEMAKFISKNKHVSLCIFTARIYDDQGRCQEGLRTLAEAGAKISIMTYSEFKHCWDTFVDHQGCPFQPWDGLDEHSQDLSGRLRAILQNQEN
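HeLa cells stably expressing Vif and C-terminally eYFP-tagged A3G, seeded overnight at 37 deg C, then exposed to compound by pintool overnight at 37 deg C. Rise in yellow fluorescence (Ex 488/Em 500-530, Acumen) marks blocked Vif-driven A3G degradation.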
Active calls of the source: *; ? = inconclusive; & = joins results of further samples. Unless noted, calls come from the whole dose curve; as a rule, active = well fitted curve in the direction sought with a large enough effect; inconclusive = small, poorly fitted or top-dose-only effect, or another doubt; inactive = no such curve, though single readings can be large; an effect the other way counts as inactive or inconclusive.

1) CC(C)COC(=O)N1CCCCC1c1cc(C(=O)NCc2ccccc2)no1 (stereo not drawn)
2) Cn1nc(C(C)(C)C)cc1C(=O)N1CCCC(C)(C(=O)NS(=O)(=O)C2CC2)C1 (stereo not drawn)
3) C[n+]1ccc(/C=C/c2ccc3c(c2)OCO3)c2ccccc21
4) O=C(Nc1ccccc1)c1cc(C2CCCN(C(=O)C/C=C/c3ccccc3)C2)on1 (stereo not drawn)
5) Nc1ncnc2c1ncn2[C@@H]1O[C@H](CNC(=O)[C@@H](N)Cc2ccc(C(=O)c3ccccc3)cc2)[C@@H](O)[C@H]1O
6) CC(C)CN(CC(C)C)c1ccc(/C=C/c2ccnc3ccccc23)cc1
7) COc1ccc(NC(=O)C2Cc3c(-c4ccc(NC(C)=O)cc4)ccnc3O2)cn1 (stereo not drawn)
8) COc1ccc(-c2nc3c(=O)n(C)c(=O)nc-3n(C)n2)cc1

compound no. | 1 | 2 | 3 | 4 | 5 | 6 | 7 | 8
GRP78 ERSR act | -3% | 1% | -3% | -3% | -4% | 0% | -3% | -10%
LDHA block | -2 | 2 | 0 | 0 | -2 | 4 | -5 | 22
Vif-A3G inh | -3% | -4% | -1% | 1% | 0% | ? | ? | -11%

Some of these compounds in order of heavy-atom count, ascending.
3) C[n+]1ccc(/C=C/c2ccc3c(c2)OCO3)c2ccccc21
6) CC(C)CN(CC(C)C)c1ccc(/C=C/c2ccnc3ccccc23)cc1
1) CC(C)COC(=O)N1CCCCC1c1cc(C(=O)NCc2ccccc2)no1 (stereo not drawn)
7) COc1ccc(NC(=O)C2Cc3c(-c4ccc(NC(C)=O)cc4)ccnc3O2)cn1 (stereo not drawn)
4) O=C(Nc1ccccc1)c1cc(C2CCCN(C(=O)C/C=C/c3ccccc3)C2)on1 (stereo not drawn)
5) Nc1ncnc2c1ncn2[C@@H]1O[C@H](CNC(=O)[C@@H](N)Cc2ccc(C(=O)c3ccccc3)cc2)[C@@H](O)[C@H]1O

compound no. | 3 | 6 | 1 | 7 | 4 | 5
GRP78 ERSR act | -3% | 0% | -3% | -3% | -3% | -4%
LDHA block | 0 | 4 | -2 | -5 | 0 | -2
Vif-A3G inh | -1% | ? | -3% | ? | 1% | 0%

(cont.)
9) O=C(NNC(=O)c1csc(-c2cccs2)n1)c1ccc(Cl)cc1
10) CCCNC(=O)C1(C)CCN1C(=O)C1(c2ccccc2)CC1 (stereo not drawn)
11) C(=C\c1cccs1)/c1ccccn1
12) C=C(C)Cn1c2ccc(NC(=O)NCc3ccccc3)cc2c(=O)n1C
13) COc1cccc(-c2cnc3c(NC=O)cc(-c4ccncc4)cn23)c1
14) COc1cccc(C(NC(C)=O)c2nc(-c3cccc(NC(C)=O)c3)cs2)c1 (stereo not drawn)
15) Cc1ccc(CC2(C)C(=O)Nc3c(Cl)ccc(Cl)c32)cc1 (stereo not drawn)
16) C=C1C(=O)[C@]23C[C@H]1CCC2[C@@]1(C)C(C[C@@H]3O)[C@](C)(C(=O)OC)CC[C@@H]1O (stereo partly drawn)

compound no. | 9 | 10 | 11 | 12 | 13 | 14 | 15 | 16
GRP78 ERSR act | -1% | -1% | -2% | 0% | 3% | 3% | 11% | -12%
LDHA block | -16 | -8 | 2 | 2 | 4 | -3 | -5 | -2
Vif-A3G inh | 0% | -3% | 2% | 0% | -14% | -1% | -22% | -14%

17) CN(C)CCNC(=O)c1[nH]c(C(F)(F)F)nc1-c1ccccc1
18) CS(=O)(=O)c1ccc(Nc2nc(C(N)Cc3ccc(C(F)(F)F)cc3)cs2)cc1 (stereo not drawn)
19) COc1cccc(/C=C2/SC(=S)N(CC(=O)Nc3nccs3)C2=O)c1
20) CN(Cc1ccco1)C(=O)[C@H](Cc1ccccc1)NC(=O)CC[C@H]1O[C@@H](n2ccc(=O)[nH]c2=O)[C@H](O)[C@@H]1O
21) C(=Nc1cccnc1)c1ccc2ccccc2n1
22) CCOC1=C2[C@@H](CN(S(=O)(=O)c3ccc(C)cc3)[C@H]2c2ccccc2F)[C@H]2C(=O)N(C3CCCCC3)C(=O)[C@H]2C1
23) CCc1nc2c(OCCOc3ccc(F)cc3)cccn2c1N(C=O)Cc1ccc(OC)cc1
24) Clc1cccc(Cc2c(-c3ccccc3)nc3ccc(Br)cn23)c1

compound no. | 17 | 18 | 19 | 20 | 21 | 22 | 23 | 24
GRP78 ERSR act | -4% | -3% | 0% | -2% | -4% | -3% | -2% | 1%
LDHA block | -7 | -1 | -3 | -15 | 8 | -1 | 2 | -9
Vif-A3G inh | 1% | -5% | 2% | 2% | 2% | 0% | -4% | -7%

25) O=C(COc1ccccc1C(=O)Nc1ccccc1)Nc1cccc(Br)c1
26) Cn1nccc1-c1ccc(C(=O)Nc2cccc(NS(C)(=O)=O)c2)c2occc12
27) COc1ccc(OC(F)(F)F)cc1CC1(C)C(=O)Nc2cccc(Cl)c21 (stereo not drawn)
28) CC1=C(C(=O)N(C(C)C)C(C)C)CC(CC(=O)NCc2ccco2)C(=O)N1CCC1=CCCCC1 (stereo not drawn)
29) O=C(NC1CCCCC1)c1cnn2c1NC(=C1CC1)C=C2C(F)F
30) O=C(CC[C@H]1O[C@@H](n2ccc(=O)[nH]c2=O)[C@H](O)[C@@H]1O)N[C@H](Cc1ccccc1)C(=O)NCCCN1CCCC1=O
31) O=C(NCc1ccccc1)c1cc(C2CCCN(C(=O)CCc3ccccc3)C2)on1 (stereo not drawn)
32) CC(=O)c1ccsc1B(O)O

compound no. | 25 | 26 | 27 | 28 | 29 | 30 | 31 | 32
GRP78 ERSR act | 1% | -1% | -9% | -3% | -4% | -4% | 4% | -3%
LDHA block | 2 | -7 | -6 | 0 | 1 | 0 | -6 | 7
Vif-A3G inh | -1% | -25% | -3% | -5% | 1% | 2% | 0% | 4%

33) CC1(Cc2ccc(Cl)c(Cl)c2)C(=O)Nc2c(Cl)ccc(Cl)c21 (stereo not drawn)
34) CCC(c1nnnn1-c1ccc2c(c1)OCCO2)N1CCN(C/C=C/c2ccccc2)CC1 (stereo not drawn)
35) Cc1cc(Cl)ccc1C(O)c1ncc(-c2cccc(C(F)(F)F)c2)[nH]1 (stereo not drawn)
36) CCCC(=O)N1CCCC1(C)C(=O)Nc1ccc2c(c1)CCN2C(C)=O (stereo not drawn)
37) NC(=O)c1cccc(-c2ccnc3c2CC(C(=O)NCc2ccc(F)c(F)c2)O3)c1 (stereo not drawn)
38) Nc1ncnc2c1ccn2[C@H]1CN(Cc2ccc3c(c2)OCO3)C[C@@H](COC(=O)c2ccccc2)O1
39) COc1ccccc1CNc1nc2cc(-c3ccc(OC)c(OC)c3)sc2c(=O)n1C
40) CC(C)N1CCCC(C)(C(=O)Nc2nc3ccccc3[nH]2)C1 (stereo not drawn)

compound no. | 33 | 34 | 35 | 36 | 37 | 38 | 39 | 40
GRP78 ERSR act | ? | -6% | -6% | -5% | -2% | -1% | 2% | -4%
LDHA block | -2 | -8 | -5 | -2 | -12 | -1 | -2 | -2
Vif-A3G inh | -22% | -2% | -15% | -2% | ? | -4% | -7% | -4%

41) CC1(C(=O)NC2CCN(Cc3ccccc3)CC2)CCN1CCc1ccccc1 (stereo not drawn)
42) CCNC(=O)C1CCCN(C(=O)c2ccc(C)c(F)c2)CC1 (stereo not drawn)
43) CCCC(=O)N1CCC1(C)C(=O)Nc1ccc2nc(C)ccc2c1 (stereo not drawn)
44) N#Cc1ccc(-c2nc3ccc(Cl)cn3c2Cc2ccsc2)cc1
45) O=C(O)[C@@H](O)[C@@H](O)[C@H](O)[C@H](O)CO
46) OCCN1CCN(c2ncnc3c2ncn3[C@H]2CN(Cc3ccc(Cl)cc3)C[C@@H](CO)O2)CC1
47) CCOc1ccc(CCN2C(=S)N([C@@H](Cc3ccc(O)cc3)CN3CCC[C@@H]3CN3C(=S)NC[C@@H]3CC(C)C)C[C@@H]2Cc2ccc(O)cc2)cc1
48) CCCCc1ccc(S(=O)(=O)NC(=O)C2(C)CCN2C(=O)c2c(C)noc2C)cc1 (stereo not drawn)

compound no. | 41 | 42 | 43 | 44 | 45 | 46 | 47 | 48
GRP78 ERSR act | -7% | -3% | 0% | 4% | -2%&-5%&0% | -4% | -5% | -1%
LDHA block | -7 | -7 | -6 | 2 | -5 | -5 | -17 | -9
Vif-A3G inh | 1% | -1% | -2% | -2% | -1% | -3% | -25% | 2%

49) C=C1C=C(C)n2ncc(C(=O)NCCCCCC)c2N1
50) CCCCC(=O)N(C)c1c(CC)nc2c(OCC(N)=O)cccn12
51) O=C(C[n+]1cccc2cccc(O)c21)c1ccc2ccccc2c1
52) CC1(C)CC(=O)c2cc(C(=O)NCCc3ccccc3)c(=O)[nH]c2C1
53) COC(=O)c1cnc(Nc2nc(C(N)c3ccccc3Cl)cs2)nc1C(F)(F)F (stereo not drawn)
54) CCCC(C)(C)C(=O)N1CCC1(C)C(=O)Nc1cccc(OC)c1 (stereo not drawn)
55) CCCCNC(=O)C1(C)CCCCN1C(=O)c1ccc2c(c1)CCO2 (stereo not drawn)
56) O=C(NCCC(F)(F)F)C1Cc2c(-c3cccc(F)c3)ccnc2O1 (stereo not drawn)

compound no. | 49 | 50 | 51 | 52 | 53 | 54 | 55 | 56
GRP78 ERSR act | 5% | -3% | -3% | 0% | -9% | 0% | -2% | -2%
LDHA block | 1 | -3 | 1 | -3 | -16 | -1 | -1 | -4
Vif-A3G inh | 0% | 1% | ? | -1% | -23% | -3% | -2% | -7%

57) O=C(NCc1ccccc1)c1cc(C2COCCN2C(=O)CCc2ccccc2)on1 (stereo not drawn)
58) CCCC(=O)N1CCCC1(C)C(=O)Nc1ccc(OC(F)F)cc1 (stereo not drawn)
59) CCOC(=O)N(C)c1c(CC)nc2c(OCc3ccccc3C)cccn12
60) CCc1nc2ccc(C(=O)Nc3cc(-c4ccccc4)ccc3OC)cn2c1N(C)Cc1nccs1
61) COc1ccc(C(O)c2nc(-c3ccc(OC)c(OC)c3)cs2)cc1 (stereo not drawn)
62) Cc1cc(OCC(=O)Nc2cccc(-c3nc4ccccc4o3)c2C)cc(C)c1Cl
63) S=C(SSC(=S)N1CCOCC1)N1CCOCC1
64) COC(=O)Cc1ccc(OC2(C)CCN(Cc3ccccc3OC(F)F)C2)cc1 (stereo not drawn)

compound no. | 57 | 58 | 59 | 60 | 61 | 62 | 63 | 64
GRP78 ERSR act | -4% | -3% | -2% | -5% | -2% | -3% | -8% | 1%
LDHA block | -2 | -4 | 2 | -7 | 2 | -3 | 12 | 7
Vif-A3G inh | -1% | 0% | -3% | -6% | 3% | 2% | -12% | 1%

65) COc1ccc(C(C)(O)c2nc(-c3cccc(F)c3)cs2)cc1 (stereo not drawn)
66) CN(C)c1ccc(/C=C/c2cc(=O)[nH]c3ccccc23)cc1
67) Cc1cc(C(=O)N2CCCC2(C)C(=O)O)c(C)o1 (stereo not drawn)
68) CN(C)CCNC(=O)C1Cc2c(-c3ccccc3Oc3ccccc3)ccnc2O1 (stereo not drawn)
69) COc1cccc(NC(=O)C2(C)CCN2Cc2ccc(-c3ccccc3)o2)c1 (stereo not drawn)
70) CS(=O)(=O)n1c2ccccc2c(=O)n1-c1ccccc1CCl
71) CCNC(=S)Nc1ccc2c(c1)c(=O)n(C)n2-c1cc(C)cc(C)c1
72) COc1ccc(-c2ccccc2)cc1NC(=O)[C@@H]1O[C@H](CO)[C@H](O)[C@H](O)[C@H]1O

compound no. | 65 | 66 | 67 | 68 | 69 | 70 | 71 | 72
GRP78 ERSR act | -2% | -4% | 0% | -5% | -1% | 1% | -3% | 2%
LDHA block | -1 | 1 | 3 | -11 | -3 | -3 | 4 | -9
Vif-A3G inh | -18% | 1% | 0% | -1% | -3% | -7% | -18% | 3%

Only part of the results is shown; rates above refer to the full screens.
